Screening results from PubChem.
F508del corr: correctors of CFTR F508del function in bronchial epithelial cells. activity (quench increase), % at 7.58 µM. AID 720511. CFBE cells, YFP halide quenching; stimulated with forskolin plus potentiator P3; % fluorescence drop versus neutral controls. actives 0.36% (n = 350,000);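 active = mean added fluorescence quench of at least 8% versus neutral control, with both replicates also reaching 8%; inconclusive = only one of the mean or replicate conditions met; inactive = mean below 8% and not both replicates reaching 8%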;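 also: cells transiently co-express mutant CFTR-F508del with the halide-sensitive YFP; corrector assay measuring rescue of mutant channel to the surface after 24 h compound exposure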
RAD54 branch: RAD54 (human) branch migration inhibition | actives 0.14% (n = 360,000) | AID 602329 | RAD54 Holliday junction branch migration, FAM/BHQ fluorescence | Q92698 | inhibition, % at 10.4 µM;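 active = mean normalized replicate activity at least 40 and at least half of replicates scoring 40 or more; inconclusive = only one of the two criteria met; inactive = mean below 40 and under half of replicates reaching 40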;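 also: 0% = median of neutral control wells and 100% = median of positive control wells; inhibitors cause a drop in the FAM fluorescence signal; in these data hits start at about 50%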
XiGFP reactiv: activators of X-chromosome reactivation in mouse fibroblasts. XiGFP mouse fibroblasts, % GFP-positive cells imaging, 3 d; cells co-treated with 5-aza-dC sensitizer; scaled so ellipticine positive control = 100%. actives 0.055% (n = 360,000). AID 743238. activation, % at 7.58 µM;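 active = mean normalized replicate activation at least 10% and every replicate at or above 10%; inconclusive = only one of the two criteria met; inactive = mean below 10% and not all replicates reach 10%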;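 also: 0% = median of on-plate neutral control wells and 100% = ellipticine 6 µM median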
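System: SV40-immortalized XiGFP fibroblast cells, line 68-5-11 / Incubation: 3-day compound exposure, then 15 min fixation at room temperature / Compound: single concentration per compound, delivered by pin transfer / Buffer or medium: DMEM plus 5-aza-dC sensitizer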
CASP6 VEID inh: blocks human caspase-6 cleavage activity. P55212. purified caspase-6, Z-VEID-R110 cleavage fluorescence. inhibition, % at 12.5 µM. actives 0.53% (n = 350,000). AID 686996;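 active = mean inhibition across replicates at least about 35%, with every replicate also reaching that limit, limit read from the data; inconclusive = only one of the two criteria met; inactive = neither criterion met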;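 also: 0% = median of neutral control wells and 100% = no fluorescence left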
Target sequence (P55212 24-179 limits assumed): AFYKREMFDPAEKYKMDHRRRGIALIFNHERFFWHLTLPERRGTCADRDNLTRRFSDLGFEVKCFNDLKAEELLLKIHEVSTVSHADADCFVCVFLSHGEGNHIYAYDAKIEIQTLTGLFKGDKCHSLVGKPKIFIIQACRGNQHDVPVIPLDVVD
Target sequence (P55212 194-293 limits assumed): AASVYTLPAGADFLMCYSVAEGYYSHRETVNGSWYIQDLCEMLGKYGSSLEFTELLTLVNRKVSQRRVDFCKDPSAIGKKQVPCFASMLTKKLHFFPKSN
E-selectin induc: E-selectin induction on HUVECs | HUVEC E-selectin immunofluorescence imaging; normalized: neutral wells 0, TNF-alpha wells 100 | actives 0.37% (n = 260,000) | P16581 | activation, % at 7.58 µM | AID 686992;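 active = mean E-selectin-positive cell signal at least 10% of the positive control, reached in at least 60% of replicates, without over 20% cell loss; inconclusive = no rule given, readout overlaps actives, possibly toxicity-flagged; inactive = the rest, including those meeting only one limit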;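 also: in these data hits start at about 27%; measured in HUVEC primary endothelial cells; signal is the percent of cells scored E-selectin positive by PE staining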
Target sequence (P16581 whole entry, looked up): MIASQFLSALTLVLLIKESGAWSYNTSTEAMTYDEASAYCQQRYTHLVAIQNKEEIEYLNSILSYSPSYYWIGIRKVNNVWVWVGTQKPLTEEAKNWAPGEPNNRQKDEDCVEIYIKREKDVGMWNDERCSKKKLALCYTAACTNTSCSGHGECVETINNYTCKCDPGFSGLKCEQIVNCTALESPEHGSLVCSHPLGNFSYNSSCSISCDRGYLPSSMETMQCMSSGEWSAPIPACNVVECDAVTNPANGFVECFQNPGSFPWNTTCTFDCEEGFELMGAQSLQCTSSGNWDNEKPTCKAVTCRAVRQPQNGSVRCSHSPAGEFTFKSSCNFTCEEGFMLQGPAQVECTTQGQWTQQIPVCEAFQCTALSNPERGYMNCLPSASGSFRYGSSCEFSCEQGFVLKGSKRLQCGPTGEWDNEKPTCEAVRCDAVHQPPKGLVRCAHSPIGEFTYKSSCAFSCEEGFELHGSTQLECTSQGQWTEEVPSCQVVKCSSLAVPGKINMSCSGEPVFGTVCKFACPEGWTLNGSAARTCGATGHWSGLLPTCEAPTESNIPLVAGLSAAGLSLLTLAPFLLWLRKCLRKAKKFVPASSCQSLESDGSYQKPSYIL
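Read-out basis: % PE-positive cells; Test system: HUVEC primary endothelial cells; Technique: immunofluorescence imaging; Dosing: single-point compound dose.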
INS-1E GSIS act: GLuc luminescence reporter in INS-1E cells, primary screen for activators of glucose-dependent secretion of insulin. actives 0.61% (n = 370,000). activation, % at 16.6 µM. INS-1E GLuc reporter insulin secretion, 2-3 h. AID 743287;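 active = lowest replicate activation of at least 40%, so every replicate reaches that level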;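 also: 0% = median of neutral control wells and 100% = median of IBMX positive control wells; some compounds called inactive have numbers as strong as hits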
RAD52 inh: RAD52 (human) annealing inhibition | P43351 | recombinant RAD52 DNA annealing, FRET fluorescence | inhibition, % at 18.7 µM | actives 0.46% (n = 360,000);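 active = every replicate showing at least 50% inhibition; inconclusive = mean inhibition at least 50% but not in every replicate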
DENV2 CPE: inhibitors of DENV2 cytopathic effect; DENV2-infected cells, cytopathic effect rescue, plate reader; CPE inhibition, % at 9.99 µM; actives 1.7% (n = 350,000); AID 651640; in the data active = CPE inhibition above about 20%, passing the limit was not always enough; inconclusive = no clear call, values can overlap the other calls; tested in BHK-21 cells;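 also: 0% = median of neutral control wells and 100% = median of positive control wells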
* hit, by the source's call; ? = inconclusive; · = no result given; & = joins results of further samples.

molecule	F508del corr	RAD54 branch	XiGFP reactiv	CASP6 VEID inh	E-selectin induc	INS-1E GSIS act	RAD52 inh	DENV2 CPE
Cc1ccc(S(=O)(=O)NCCC(=O)OCC(=O)N(C)c2ccccc2)cc1	0.6	-16.6	-0.1	1.3	1.8	13.0	7.7	-6.1
CN(C)C(=O)COc1ccc(Oc2ccccc2)cc1	0.6	·	0.0	-2.6	·	-5.1	4.3	-1.6
Cc1noc(C)c1S(=O)(=O)Nc1ccc2c(c1)CC(=O)N([C@@H](C)CO)C[C@@H](C)[C@H](CN(C)Cc1ccc(Cl)c(Cl)c1)O2	-3.2	-0.6	-1.0	1.2	-0.1	-7.9	-26.1	0.3
CC1CCCN(S(=O)(=O)c2ccc3[nH]c(=O)cc(C(=O)NCCCN4CCCCCC4)c3c2)C1 (configuration not stated)	-3.2	-4.2	0.2	-16.7	-0.2	·	-20.4	-5.4
O=C1C=C(c2ccc(F)cc2OCc2ccccc2)C[C@@H](c2ccc3c(c2)OCO3)C1	1.6	2.3	-0.1	-4.0	-0.1	1.6	-10.0	2.7
O=CN(c1ccccc1)c1ccc2ccccc2c1	0.0	·	0.0	7.5	0.6	7.5	-8.4	12.0
CCOc1ccccc1CN1CCNC(=O)C1CC(=O)N(C)CCC1CCOCC1 (configuration not stated)	-1.4	9.2	0.0	-2.0	·	-6.7	-12.7	0.2
CCN1CCN(C(=O)C2CCN(S(=O)(=O)N3CCC4(CC3)OCCO4)CC2)CC1	1.2	1.6	0.0	-1.6	·	-8.5	0.2	-2.4
CCOc1ccc(NC(=O)CN(C)C(=O)c2ccc(C)c(S(=O)(=O)N3CCCCC3)c2)cc1OCC	-2.2	-0.1	0.2	2.3	-0.6	-19.3	-5.5	-4.1
CCCNC(=S)Nc1c(C)n(C)n(-c2ccccc2)c1=O	0.3	·	0.6	-1.0	·	-2.6	-6.1	·
O=C(NCC[C@H]1CC[C@@H](NC(=O)C2CCOCC2)[C@@H](CO)O1)Nc1ccc(Cl)cc1	1.4&1.7	-10.3	0.5&-0.1	-0.8&0.8	0.3&0.8	-14.7&-4.6	11.9&-14.0	-0.8&4.7
O=C(O)[C@@H]1CCCN(S(=O)(=O)c2cccc3cccnc23)C1	-1.6	1.3	0.4	-1.0	0.0	20.4	-0.4	-2.5
Cc1ccc(C)c(SCC(=O)OCC(=O)N2CC(C)OC(C)C2)c1 (configuration not stated)	-0.8	-3.0	0.0	1.0	-0.2	13.5	-16.9	-5.7
C[C@@H]1CN([C@@H](C)CO)C(=O)c2cc(-c3cccc(F)c3)cnc2O[C@@H]1CN(C)Cc1cccc(F)c1	-5.9	·	-1.4	·	0.3	-22.3	·	·
COC(=O)c1sccc1NC(=O)Nc1cccc(C)c1C	-2.5	2.5	0.0	-2.6	0.0	10.6	-4.8	?
C[C@@H]1CCCCO[C@H](CN(C)Cc2ccc3c(c2)OCO3)[C@@H](C)CN([C@@H](C)CO)C(=O)c2cc(NS(=O)(=O)c3cccs3)ccc2O1	1.7	7.3	0.3	·	-0.3	-17.2	14.6	-2.7
C[C@H](CO)N1C[C@H](C)[C@@H](CN(C)Cc2ccc(Oc3ccccc3)cc2)Oc2ccc(NC(=O)Nc3ccc4c(c3)OCO4)cc2C1=O	-1.8	3.3	-0.1	-2.2	1.5	-29.1	-5.4	-8.8
C#CCn1c(-c2ccccc2)ccc(C#N)c1=O	-1.0	-1.4	0.1	-0.4	·	14.3	-24.2	-2.7
CC(=O)c1c(O)cc(O)cc1CC(=O)O	0.7	4.2	·	0.3	·	7.1	-25.3	?
O=c1cc[nH]c2c1ccc1cccnc12	2.4	-10.3	0.0	0.4	·	-5.7	-0.4	13.4
COc1cccc(NC(=O)Nc2ccc3c(c2)C(=O)N(C)C[C@H](OC)[C@@H](C)CN(C)[C@H](C)CO3)c1	1.4	4.2	0.3	3.1	0.0	3.6	93.6*	2.0
Cc1ccccc1NC(=O)c1ccccc1O	-2.2	3.2	·	13.1	·	-40.7	-11.2	5.6
C[C@@H](NC(=O)C[C@@H]1C[C@@H]2c3cc(NC(=O)CN(C)C)ccc3O[C@@H]2[C@H](CO)O1)c1ccccc1	1.8	7.9	0.5	-1.0	-0.2	-2.0	9.1	-1.9
Cc1ccc(C(=O)N/C(=C\c2ccc(F)cc2)C(=O)NCCN2CCOCC2)cc1	-2.4	-1.4	-0.1	0.2	-0.1	9.0	-4.7	2.4
CC(C)(C)NC(=O)CSc1ncccc1-c1nc2ccccc2[nH]1	1.2	4.2	0.0	-0.5	0.0	-2.5	-16.7	8.6
O=C(c1ccc(S(=O)(=O)NCc2ccco2)cc1)N1CCCC1	-1.6	-1.3	0.0	-3.0	-1.1	-0.4	-9.8	15.9
O=C(C[C@@H]1CC[C@@H]2[C@H](COC[C@H](O)CN2S(=O)(=O)c2ccc(Oc3ccccc3)cc2)O1)Nc1ccccc1	-5.2	-8.9	0.2	3.7	0.4	-15.8	-3.6	?
CCOc1ccc(CN(C)C(=O)CCc2ccc(S(=O)(=O)N3CCCCCC3)cc2)cc1	-0.7	-3.2	0.5	-0.3	-0.4	-46.0	0.6	0.1
C[C@@H]1CN([C@H](C)CO)C(=O)c2cc(NS(=O)(=O)c3ccc(Cl)cc3)ccc2O[C@@H](C)CCCCO[C@@H]1CN(C)S(C)(=O)=O	-0.3	-1.3	0.1	3.6	-0.1	-19.2	-9.4	-2.9
COc1ccc(N(CC(=O)Nc2ccc3c(c2)OCO3)S(=O)(=O)c2ccc(C)cc2)cc1OC	-1.8	-1.8	0.4	-2.4	1.5	-12.9	-12.9	0.6
O=C(CSc1nc2cc(S(=O)(=O)N3CCOCC3)ccc2o1)Nc1c(F)cccc1F	-4.1	·	0.4	6.3	0.5	-6.4	-18.6	-3.4
O=C(COC(=O)c1ccc2ncsc2c1)NCc1cccc(Cl)c1	0.4	-1.9	0.0	1.0	0.3	4.5	-11.7	-2.0
C[C@@H]1CCCCO[C@@H](CN(C)S(=O)(=O)c2ccc(F)cc2)[C@@H](C)CN([C@H](C)CO)C(=O)c2cc(NC(=O)CCC(F)(F)F)ccc2O1	-1.5	-1.1	0.4	-2.5	·	13.8	-1.0	3.4
COc1ccc(NC(=O)N(C)C[C@@H]2Oc3c(NC(=O)Nc4c(C)noc4C)cccc3C(=O)N([C@H](C)CO)C[C@@H]2C)cc1	0.1	1.1	0.6	-1.5	-0.1	10.6	-10.8	19.6
CC(=O)OCC(=O)Nc1ccc(N=Nc2ccccc2)cc1	0.7	·	-0.1	1.8	·	·	-3.9	4.8
CCCNC(=O)C(Cc1ccc(I)cc1)NC(=O)C1CC1 (configuration not stated)	-1.6	0.3	0.0	·	0.0	-5.9	·	·
COc1cc(NC(=O)CN2C(=O)CSc3ccc(S(=O)(=O)N4CCCC4)cc32)cc(OC)c1	0.2	-4.8	-0.1	7.4	·	-41.0	-20.8	3.5
O=[N+]([O-])c1ccc(N2CCN(c3ccccn3)CC2)c(Cl)c1	0.0	-4.5	-0.1	-0.5	·	-10.4	-5.4	-0.4
Cc1noc(C)c1NC(=O)Nc1ccc2c(c1)C(=O)N([C@H](C)CO)C[C@H](C)[C@@H](CN(C)S(=O)(=O)c1cn(C)cn1)OCCCC[C@@H](C)O2	1.9	2.6	-0.3	-4.0	0.4	9.1	4.2	-3.2
O=C(NCc1ccncc1)c1cc(S(=O)(=O)N2CCOCC2)c(Cl)cc1Cl	-1.3	1.9	1.6	1.1	·	17.2	-1.3	0.9
CN(C)CCCNC(=O)C[C@@H]1CC[C@H]2[C@H](COc3ccc(NC(=O)c4cccc(F)c4)cc3C(=O)N2C)O1	0.6	4.2	0.0	-54.0	0.0	0.8	-8.0	5.2
CCN1CCN(CCCNC(=O)CCC(=O)N2CC(C)Oc3ccc(C)cc32)CC1 (configuration not stated)	1.3	-2.5	0.1	-14.5	-0.3	·	5.7	5.4
CCc1ccccc1NC(=O)CNC(=O)c1ccc(OCc2cn3ccccc3n2)cc1	3.6	-2.4	0.2	1.4	·	·	-1.3	-3.5
COc1ccc(NC(=O)N(C)C[C@H]2OCCCC[C@@H](C)Oc3ccc(NC(=O)NC(C)C)cc3C(=O)N([C@H](C)CO)C[C@@H]2C)cc1	-0.1	1.0	0.1	-1.1	-0.2	-0.3	0.5	-5.2
Cc1ccc(S(=O)(=O)Nc2ccc3c(c2)CC(=O)N([C@@H](C)CO)C[C@H](C)[C@H](CN(C)Cc2ccccc2)O3)cc1	2.0	-17.1	0.0	5.6	-0.1	-7.5	-1.2	6.1
Cc1ccc(Nc2nnc(SCC(=O)Nc3cccc(S(=O)(=O)N4CCCCC4)c3)s2)cc1	·	·	0.1	-1.7	0.0	0.4	-3.2	-6.0
O=c1c([N+](=O)[O-])cccn1Cc1ccccc1Cl	-0.5	-5.8	0.2	-4.1	·	-0.1	4.3	·
CC(C)=NNc1nc(-c2ccccc2)cs1	·	·	1.1	-1.1	0.4	3.0	-119.1	·
O=C(C[C@H]1C[C@H]2c3cc(NS(=O)(=O)c4ccc(F)cc4)ccc3O[C@H]2[C@@H](CO)O1)NCc1ccc(Oc2ccccc2)cc1	-8.7	-4.9	0.0	1.7	1.6	-0.6	4.1	0.6
CC1CCN(C(=O)Cn2cnc3c(cnn3C(C)(C)C)c2=O)CC1	-0.5	·	-0.1	0.9	2.7	-5.1	-2.1	-1.3
CCC(=O)N[C@@H]1C=C[C@H](CC(=O)NCc2ccccc2F)O[C@@H]1CO	1.3	-0.9	0.2	-1.2	-0.3	-2.3	-0.1	-0.4
Nc1cc(=O)[nH]c2ncnn12	-0.8	·	0.0	1.9	0.0	1.7	-14.1	10.0
C[C@H]1COC(=O)CCC/C=C\C[C@H](CC(=O)N(CCO)Cc2ccccc2)C(=O)N1	-4.5	-5.5	-0.1	-3.9	·	30.6	-25.2	16.6
CC1CCCC(C)N1CCCNC(=O)Cn1cc2c(n1)CCCC2 (configuration not stated)	-2.1	-2.0	0.1	-103.3	0.0	7.4	-38.9	-1.5
Cc1ccc(C(=O)N2CCCC(Nc3ccc(C(C)C)cc3)C2)cn1 (configuration not stated)	-2.7	8.9	0.0	-1.3	·	-8.0	-1.4	19.0
